FBW7 activator: activators of human E3 ligase FBW7. Q969H0. normalized activity (activation), % at 26.1 µM. AID 1259310. AlphaScreen FBW7–phospho-cyclin E peptide binding, activator screen. 0.13% of 650,000 active; in the data active = normalized activity above about 1.9%;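 note: purified mutant Fbw7 with reduced substrate affinity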
TEAD-YAP block: TEAD-YAP interaction inhibition | HEK-TIYL cells, TEAD-Gal4/YAP UAS-luciferase luminescence | inhibition, % at 9.12 µM | 1.4% of 640,000 active | AID 1259422; in the data active = inhibition above about 32%;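 note: 0% = median of test compound wells and 100% = reference inhibitor wells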
MITF primary: blocks human microphthalmia-associated transcription factor; 0.91% of 650,000 active; AlphaScreen MITF homodimerization, bead proximity signal; O75030; inhibition, % at 2.6 µM; in the data active = inhibition above about 50%;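 note: 0% = vehicle wells with protein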
Target sequence (O75030 whole entry, looked up): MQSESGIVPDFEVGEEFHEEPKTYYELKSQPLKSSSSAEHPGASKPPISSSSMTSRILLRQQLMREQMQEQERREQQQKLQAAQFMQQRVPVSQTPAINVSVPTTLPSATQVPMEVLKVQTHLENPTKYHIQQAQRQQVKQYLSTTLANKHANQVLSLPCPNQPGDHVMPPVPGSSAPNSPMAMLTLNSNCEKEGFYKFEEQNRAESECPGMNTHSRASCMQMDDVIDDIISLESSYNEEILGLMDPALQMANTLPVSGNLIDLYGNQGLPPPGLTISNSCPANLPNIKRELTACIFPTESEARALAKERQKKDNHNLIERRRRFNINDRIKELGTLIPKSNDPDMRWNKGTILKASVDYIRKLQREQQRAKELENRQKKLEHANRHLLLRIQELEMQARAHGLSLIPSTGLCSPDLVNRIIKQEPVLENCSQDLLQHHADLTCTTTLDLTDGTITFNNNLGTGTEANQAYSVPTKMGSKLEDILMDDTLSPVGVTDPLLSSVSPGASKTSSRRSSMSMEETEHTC
GPR151 activ: human GPR151 activation | Q8TDV0 | PathHunter beta-arrestin GPR151 cells, luminescence | activation, % at 11.2 µM | 1% of 650,000 active | AID 1508602; in the data active = activation above about 4.9%;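 note: 0% = median of compound wells and 100% = cells with positive control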
Target sequence (Q8TDV0 whole entry, looked up): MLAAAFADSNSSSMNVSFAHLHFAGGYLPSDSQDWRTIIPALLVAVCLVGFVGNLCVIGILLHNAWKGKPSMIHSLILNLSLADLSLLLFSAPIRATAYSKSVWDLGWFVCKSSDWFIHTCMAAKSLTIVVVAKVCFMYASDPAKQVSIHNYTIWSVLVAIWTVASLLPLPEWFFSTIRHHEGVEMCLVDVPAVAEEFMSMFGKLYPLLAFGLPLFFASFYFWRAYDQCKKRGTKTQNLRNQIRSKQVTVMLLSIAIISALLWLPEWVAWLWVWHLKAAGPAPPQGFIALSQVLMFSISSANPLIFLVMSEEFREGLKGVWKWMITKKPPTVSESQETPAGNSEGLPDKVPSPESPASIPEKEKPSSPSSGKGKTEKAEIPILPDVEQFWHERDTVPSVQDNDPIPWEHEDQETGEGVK
The depositor's hits bear a star; / = no result given.

smiles	FBW7 activator	TEAD-YAP block	MITF primary	GPR151 activ
CCOC(=O)C(NC(=O)c1c[nH]c2ccc(S(=O)(=O)N(C)C3CCCCC3)cc2c1=O)C(=O)OCC	0.0	-2.8	5.5	1.6
O=C(Cn1nnc(-c2ccc([N+](=O)[O-])cc2)n1)NCC1CC1	0.5	-4.6	14.0	5.9*
CC(C)NC(=O)C1CCN(C2CCN(C(=O)C3(C)CCCCC3)CC2)CC1	0.1	0.6	-15.5	0.2
CCOC(=O)C1CCN(Cc2ccc([N+](=O)[O-])o2)CC1	-0.1	-3.6	41.0	0.7
CC(Nc1n[nH]c(=S)[nH]c1=O)C(=O)OCc1ccccc1 (stereo unspecified)	-0.2	-2.5	0.1	0.1
CCOC(=O)C1=C(C)N=c2s/c(=C\c3ccc(OCc4ccc(Cl)cc4)c(OC)c3)c(=O)n2C1c1ccc(OC)c(OC)c1 (stereo unspecified)	0.1	-28.3	14.8	-1.3
CCc1c(C)nc2ncnn2c1N1CCCC(C(=O)NCc2cccs2)C1 (stereo unspecified)	-0.1	0.8	8.4	-0.1
Cn1ccnc1Sc1ccc(/C=N/NC(=O)CC#N)cc1[N+](=O)[O-]	0.0	8.3	12.7	0.3

Going on with the list.
smiles	FBW7 activator	TEAD-YAP block	MITF primary	GPR151 activ
CCC/C(=N\NC(=O)CNC(=O)c1ccccc1Br)c1ccccc1	-0.1	-2.0	-6.9	0.0
COC(=O)C1=C(C)NC(=O)NC1c1ccsc1 (stereo unspecified)	0.0	1.3	-2.1	0.1
COc1cccc(-n2c(O)c(/C=C3\C=c4ccccc4=N3)c(=O)[nH]c2=O)c1	-0.1	2.6	9.0	-2.1
Cc1occc1C(=O)n1nnc2ccccc21	1.0	6.6	22.8	-1.5
COc1cc(OC)c(OC)cc1/C=C1/C(=O)NC(=S)N(c2ccc(C)cc2)C1=O	0.0	8.0	-7.8	-0.7
O=C(Nc1ccc(-n2nncc2-c2ccccc2)cc1)c1c(F)cccc1F	0.2	-0.7	-3.2	0.4
O=C(Nc1ccc2oc(-c3ccncc3)nc2c1)c1cc([N+](=O)[O-])ccc1Br	0.1	28.1	-0.7	-0.2
CCCn1c(SCC(C)C)nc2c1c(=O)[nH]c(=O)n2C	-0.2	-16.3	-2.5	-1.3

Next section
smiles	FBW7 activator	TEAD-YAP block	MITF primary	GPR151 activ
Cc1ccc(CNC(=O)C(C)Oc2ccccc2)cc1 (stereo unspecified)	0.0	1.8	6.9	-0.7
COCCCN1C(=O)C2C(C(=O)Nc3cccc(SC)c3)C3C=CC2(O3)C1C(=O)NC1CCCC(C)C1C (stereo unspecified)	-0.2	-3.2	-5.6	2.5
COc1ccc(NC(=O)c2[nH]c(C)c(C(C)=O)c2C)cc1Cl	-0.3	-28.9	-7.3	0.2
CC(=O)c1ccc(NC(=O)c2ccc(C)c(Cl)c2)cc1	0.1	-59.1	-6.4	0.8
COCCN(CC(=O)NCc1ccccc1)C(=O)CCC(=O)Nc1ccccn1	-0.1	-1.4	4.5	-0.9
COc1ccc(CCNC2CC(=O)N(c3ccc(-c4nc5ccccc5o4)cc3)C2=O)cc1OC (stereo unspecified)	0.1	-5.8	-0.9	-0.2
Cc1ccc(C2(C)NC(=O)N(CC(=O)NCCC(C)C)C2=O)cc1 (stereo unspecified)	-0.1	5.6	16.9	-1.6
NC(=O)CN1N=C(c2ccccc2)Cn2c(cc3ccccc32)C1=O	0.0	-5.0	-11.8	-1.0

Additional results.
smiles	FBW7 activator	TEAD-YAP block	MITF primary	GPR151 activ
O=C(C1CCCO1)N1CCOc2ccc(CN3CCCC3)cc2C1 (stereo unspecified)	-0.3	11.4	0.8	-1.3
CCCCC(CC)Cn1c(SCC(=O)Nc2ccc(OC(F)(F)F)cc2)nc2c1c(=O)n(C)c(=O)n2C (stereo unspecified)	-0.1	6.2	-6.4	-0.3
CN1CCC(N(C)Cc2ccccc2Br)CC1	0.0	-11.1	20.9	2.5
CCOC(=O)N1CCN(C(=O)CSCc2nc(-c3ccc(CC)cc3)oc2C)CC1	0.0	23.1	7.5	0.6
COc1cc(/C=C2\SC(=O)N(CC(=O)Nc3ccc(C)cc3)C2=O)cc(Cl)c1O	-0.2	5.1	0.8	-0.1
O=C(O)c1cccc(N2C(=O)C3C4C=CC(O4)C3C2=O)c1 (stereo unspecified)	0.0	8.0	-2.2	0.4
O=[N+]([O-])c1cccc(OCCN2CCN(Cc3ccccc3)CC2)c1	-0.1	-10.1	42.5	1.7
CC(C)CC(=O)Nc1nnc(-c2ccco2)s1	0.0	-68.0	-8.8	-0.3

(continued)
smiles	FBW7 activator	TEAD-YAP block	MITF primary	GPR151 activ
O=C(Nc1cccc(Cl)c1)c1cc(S(=O)(=O)N2CCCc3ccccc32)ccc1F	0.3	3.4	1.1	0.7
COc1ccc(C)cc1N(C)C(=O)Cc1noc2ccccc12	0.1	23.3	2.8	0.0
C=CCOc1ccc(/C(O)=C2\C(=O)C(=O)N(c3nc(C)c(C(=O)OC)s3)C2c2cccc(Cl)c2)c(C)c1 (stereo unspecified)	0.0	1.1	-9.5	-0.4
Cc1cccc(N(C(=O)c2csnn2)C(C(=O)NC2CCCC2)c2ccncc2)c1 (stereo unspecified)	0.1	-1.9	-1.9	1.8
Cc1ccc(S(=O)(=O)N2CCCCC2CCNC(=O)C(=O)Nc2ccc(F)cc2)cc1 (stereo unspecified)	0.0	2.5	-19.1	0.4
c1ccc2c(c1)N1CCCN=C1N2CCN1CCOCC1	-0.2	4.0	2.1	-0.3
COc1cc2c(cc1OC)CN(S(=O)(=O)c1cc(Cl)ccc1OC)CC2	-0.2	1.2	-4.1	1.0
Cc1nc(C)c(C(=O)Nc2cc(-n3c(C)nc4ccccc4c3=O)ccc2Cl)s1	-0.2	-10.2	-8.1	0.5

Next section
smiles	FBW7 activator	TEAD-YAP block	MITF primary	GPR151 activ
Cc1cc(O)c(S(=O)(=O)c2ccccc2)c(C)c1NS(=O)(=O)c1ccccc1	-0.1	4.9	13.8	1.2
O=C(Nc1ccccc1)/C(=C\c1ccc(O)cc1)NC(=O)c1ccco1	0.1	-3.1	7.9	-1.5
CCC1CCCCN1C(=O)[C@H]1C[C@@H](c2ccc(OC)cc2)NS(=O)(=O)N1C (stereo partly specified)	0.5	-0.2	-4.5	-0.8
COC(=O)c1ccc(NC(=O)Cn2cnc3c(cnn3-c3ccc(C)cc3)c2=O)cc1	0.3	11.1	9.8	0.6
CCc1ccccc1NC(=O)c1c(NC(=O)c2ccco2)sc(-c2ccccc2)c1C	-0.1	-2.9	-6.9	1.0
CCOC(=O)c1cnc2ccccc2c1Nc1ccccc1C	0.9	-2.5	11.2	-0.5
CCN1CCN(C(c2ccc(N(C)C)cc2)c2nnnn2C2CCCCC2)CC1 (stereo unspecified)	-0.1	-6.3	-7.2	1.3
N#C/C(=C/c1ccc(Cl)s1)c1ccc(C(=O)O)cc1	0.0	-0.3	16.5	-1.6

Given with each value named: part of the list above
Cc1cc(O)c(S(=O)(=O)c2ccccc2)c(C)c1NS(=O)(=O)c1ccccc1
  FBW7 activator = -0.1 | TEAD-YAP block = 4.9 | MITF primary = 13.8 | GPR151 activ = 1.2

CCC1CCCCN1C(=O)[C@H]1C[C@@H](c2ccc(OC)cc2)NS(=O)(=O)N1C (stereo partly specified)
  FBW7 activator = 0.5 | TEAD-YAP block = -0.2 | MITF primary = -4.5 | GPR151 activ = -0.8

N#C/C(=C/c1ccc(Cl)s1)c1ccc(C(=O)O)cc1
  FBW7 activator = 0.0 | TEAD-YAP block = -0.3 | MITF primary = 16.5 | GPR151 activ = -1.6

Later entries.
smiles	FBW7 activator	TEAD-YAP block	MITF primary	GPR151 activ
COc1ccccc1CN1CCN2C(=O)[C@H]3CCCN3C(=O)[C@H]2C1	0.1	-8.0	9.4	-0.7
COC(=O)c1cc(N2C(=O)C3C4c5ccccc5C(c5ccccc54)C3C2=O)ccc1Cl (stereo unspecified)	0.0	-3.5	-7.3	-2.1
CCCC(=O)N1CCN(c2cc(C)c(C(C)=O)cc2F)CC1	-0.2	13.1	13.8	0.0
CC1CN(Cc2ccc(Cl)cc2)CC(C)O1 (stereo unspecified)	-0.2	0.0	36.8	0.9
CCOC(=O)c1c(C)n(CCOC(C)=O)c2ccc(OC(C)=O)cc12	-0.1	7.1	-13.7	-0.4
CC1CCC(NC(=O)c2ccc3c(c2)N(Cc2ccc(F)cc2)C(=O)CS3=O)CC1 (stereo unspecified)	-0.1	2.3	-2.6	1.2
O=C(Cn1ncc2cccn2c1=O)Nc1cccc(F)c1	0.1	-6.8	13.8	-0.8
O=C(COc1ccc(Cl)cc1Cl)NC1CC2CCC1C2 (stereo unspecified)	0.5	-5.8	-3.7	5.3*

(listing goes on)
smiles	FBW7 activator	TEAD-YAP block	MITF primary	GPR151 activ
C/C(=N/NC(=O)c1cccc(Br)c1)c1cccc(NC(=O)C(F)(F)F)c1	0.1	-33.0	5.6	-0.5
Cc1ccccc1NCC(=O)N/N=C/C(Br)=C/c1ccccc1	-0.1	-4.0	2.0	0.2
CCOc1ccc(NC(=O)N2CCC(CN3CCc4ccccc4C3)CC2)cc1	0.2	20.9	7.6	1.6
Cc1ccc(N=C2NC(=O)/C(=C\c3ccc4c(c3)n(C)c(=O)n4C)S2)cc1	0.3	6.7	4.5	0.5
CCCCC/C=C\C[C@@H](O)/C=C/C=C\CCC(=O)O	/	/	-2.5	-2.4
Cc1ccsc1C(=O)Nc1ccc(-c2nnc3n2CCCCC3)cc1	0.8	-23.0	24.5	-6.3
O=C(CCN1C(=O)c2ccccc2C1=O)NNc1c(F)c(F)cc(F)c1F	-0.1	11.6	-1.6	2.0
O=C(COc1ccc2ccc(=O)oc2c1)c1ccc(Br)cc1	0.4	-0.4	16.2	-0.5

Next part
smiles	FBW7 activator	TEAD-YAP block	MITF primary	GPR151 activ
COc1ccccc1Nc1nc(-c2ccccn2)cs1	-1.7	-9.8	18.5	-1.6
CCN1CCN(C(=O)CN(c2ccc(C)cc2)S(=O)(=O)c2ccc(F)cc2)CC1	0.0	6.9	5.7	0.0
CCC(CO)Nc1ccc2ncc(-c3ccc(OC)cc3)n2n1 (stereo unspecified)	0.7	16.0	15.6	-0.4
C[C@](O)(C(=O)Nc1ccc2cn[nH]c2c1)c1ccc(Br)cc1	0.0	-34.5	14.5	0.5
COc1ccc(C2=N/C(=C\c3cc(OC)c(OC)c(OC)c3)C(=O)O2)c(Cl)c1	0.2	-1.6	6.5	-0.6
Cc1ccc(-n2nc3cc(C)c(NC(=O)c4ccco4)cc3n2)cc1	0.1	-26.9	0.8	0.5
CC(C)N(CCNc1nc2ccccc2c2nc(-c3cccnc3)nn12)Cc1ccco1	0.2	13.7	11.9	-0.2
COc1ccc(C2(C(=O)N3CCC(n4nc(-c5ccco5)ccc4=O)CC3)CC2)cc1	-0.1	-14.6	-2.8	1.3

Carrying on:
smiles	FBW7 activator	TEAD-YAP block	MITF primary	GPR151 activ
CCOc1ccc(-n2c(CNC(=O)c3ccccc3OC)nnc2SCC(=O)N2N=C(c3cccs3)CC2c2ccc(F)cc2)cc1 (stereo unspecified)	-0.1	-7.7	8.9	1.0
COc1cccc(C(=O)Nc2ccc(S(=O)(=O)Nc3cc(C)on3)cc2)c1	0.0	0.8	4.2	0.7
CC[n+]1c(C)cc2c([nH]c3ccccc32)c1C	0.3	4.9	-6.2	-0.2
COc1cc(C2NC(=O)NC(C)=C2C(C)=O)cc(OC)c1OC (stereo unspecified)	-0.1	8.0	-0.8	0.2
CN(Cc1ccccc1)C(=O)c1ccc2c(=O)n(Cc3ccccc3Cl)c(=S)[nH]c2c1	0.7	-14.6	1.6	-1.3
CCN1CCN(C(c2ccccc2)c2nnnn2Cc2ccco2)CC1 (stereo unspecified)	-0.1	1.1	21.5	-0.5
COc1cccc(C2C(C#N)=C(N)Oc3n[nH]c(-c4ccc(Br)cc4)c32)c1OC(=O)N1CCOCC1 (stereo unspecified)	-0.4	-11.2	7.3	0.0
COc1ccc(-n2cc(-c3ccccc3[N+](=O)[O-])cn2)cc1	0.5	-47.5	3.8	-1.4

Going on with the list:
smiles	FBW7 activator	TEAD-YAP block	MITF primary	GPR151 activ
Cc1ccc(-c2cccc(CN3CCC(n4nccc4NC(=O)C4CC4)CC3)c2)o1	0.0	5.5	1.1	4.8
CCN1CCN(CCCNC(=O)CCCNC(=O)Cn2cnc3sc(C)c(C)c3c2=O)CC1	0.0	-1.5	14.2	1.3
C=CCCC(C)(C#CCN(CC)CC)OC(C)=O (stereo unspecified)	-0.1	4.5	-2.0	0.7
COC(=O)C1C(c2ccc([N+](=O)[O-])cc2)=NN(c2ccc(Br)cc2Br)C1C(=O)OC (stereo unspecified)	-0.1	9.5	6.1	-0.8
NNC(=O)/C(=C\c1ccccc1)NC(=O)c1ccc(Br)cc1	0.0	0.3	6.8	0.7
COc1ccccc1C(=O)Nc1ccc(S(=O)(=O)NCCc2ccccc2)cc1	0.1	-1.2	17.3	-1.3
O=S(=O)(N=Nc1c(O)[nH]c2ccccc12)C1C=CC=CC1 (stereo unspecified)	-0.1	-5.3	-6.8	-0.1

Assay outcomes: PubChem, The Scripps Research Institute Molecular Screening Center

Rows were taken by chance; overall some 3.4% were active at least once.
